Bioassay records deposited in PubChem by NCI.
All columns: NCI-60 one-dose screen, growth in % after 48 h at 10 µM unless noted; 100 = growth as untreated, 0 = no growth, -100 = all killed.
NCI-H522: NCI-H522 lung cancer | actives 8% (n = 78,000)
RXF 393: RXF 393 renal cancer cells. actives 6.9% (n = 77,000). AID 1794773
CAKI-1: CAKI-1 renal cancer; actives 4.7% (n = 75,000); AID 1794772
NCI-H322M: NCI-H322M lung cancer. actives 2.7% (n = 80,000)
ACHN: ACHN renal cancer; AID 1794771; actives 4.9% (n = 81,000)
786-0: 786-0 renal cancer cells. actives 5.1% (n = 81,000). AID 1794775
UO-31: UO-31 renal cancer | actives 5.2% (n = 81,000)
TK-10: TK-10 renal cancer cells | AID 1794769 | actives 3.9% (n = 81,000)
NCI-H460: NCI-H460 lung cancer; AID 1794736; actives 6.8% (n = 82,000)
* hit, by the source's call; x = not tested or not shown; & = joins results of further samples. The calls were made as follows: active = growth percent below 10; inactive = the rest. Not a hit list (roughly 11% active in at least one column).

cpd	Structure	NCI-H522	RXF 393	CAKI-1	NCI-H322M	ACHN
1	Cc1cc(=O)n2[nH]cnc2n1	80.3&99.8	209.5&119.7	102.6&92.3	114.5&96.8	95.8&114.7
2	COc1cc(/C=C\c2cc(/C=C\c3ccc(O)c(OC)c3)n(C(=O)COc3ccccc3)n2)ccc1O	-39.3*	-44.5*	24.2	30.8	18.0
3	COc1ccc2c(c1)C(N1CCCC1=O)CCN2Cc1cc2ccccc2[nH]c1=O (stereo not drawn)	72.6	70.2	86.9	88.5	83.9
4	C=CC(=O)OCC(C)(C)C	100.7	115.5	103.8	86.2	101.3
5	COc1ccc(C(=O)/C(C)=N/O)cc1	104.6	97.7	97.4	98.2	112.7
6	COC(=O)C(CCC(=O)CCl)N1C(=O)c2ccccc2C1=O (stereo not drawn)	-15.1*	25.8	67.9	91.7	71.2
7	O=C1NC(=O)[C@H](Cc2ccc(O)cc2)N1	x	112.8	98.9	97.7	104.2
8	O=[N+]([O-])c1c(C=Nc2ccccc2)oc(-c2c(O)ccc3ccccc23)c1-c1c(O)ccc2ccccc12	75.6	102.4	84.4	101.9	77.4
9	O=C(O)c1ccccc1-c1ccccc1C(=O)Nc1ccc2c(c1)oc(=O)c1ccccc12	99.3	95.1	88.6	x	96.7
10	S=c1sc2ccccc2n1CN1CCCCC1	82.3	110.1	88.2	99.1	98.7

cpd	786-0	UO-31	TK-10	NCI-H460
1	97.8&102.6	85.3&88.6	125.1&109.7	111.2&128.1
2	1.3*	0.5*	12.7	7.6*
3	82.8	66.1	87.4	93.3
4	104.3	76.5	103.5	113.6
5	98.4	97.0	99.1	103.5
6	60.3	48.4	54.0	90.1
7	103.6	85.1	118.8	108.0
8	103.1	75.1	123.6	100.2
9	112.0	83.3	120.9	97.1
10	104.9	77.2	93.7	101.7

Carrying on:
cpd	Structure	NCI-H522	RXF 393	CAKI-1	NCI-H322M	ACHN
11	O=C(/C=C\c1ccccc1)SC(=O)OCc1ccccc1	90.5	117.6	102.6	109.3	106.8
12	CCOC(=O)c1cc(-c2cccc3ccccc23)nc2ccccc12	92.8	96.5	65.9	103.1	104.1
13	COc1ccc(-c2csc(NC3=CC(c4ccc5c(c4)OCO5)OC3=O)n2)cc1 (stereo not drawn)	47.1	101.8	102.1	91.1	100.4
14	CC1CCCN(CCCCOc2ccc(-c3ccc(C#N)cc3)cc2)C1 (stereo not drawn)	59.6	94.6	98.7	99.9	110.6
15	CCC1CCCc2ccccc21 (stereo not drawn)	97.4	108.4	x	109.8	88.0
16	CN1CCN(Cc2ccc(NC(=O)c3cncc(C#Cc4cncc5nccnc45)c3)cc2C(F)(F)F)CC1	43.8	28.1	22.2	43.6	24.0
17	OCCOc1ccc2ccccc2c1	92.1	126.6	x	x	92.4
18	COc1ccc(NC(=O)COc2ccc(/C=N/Nc3nc4ccccc4s3)cc2)cc1	89.3	119.0	98.5	100.0	92.2
19	O=c1cc(Cl)[nH]c(=O)[nH]1	67.7	100.8	x	98.9	x
20	Cn1c(-c2ccccc2)cc2ccccc21	87.6	113.4	100.3	104.4	98.2

cpd	786-0	UO-31	TK-10	NCI-H460
11	93.2	110.0	122.3	108.3
12	99.0	79.5	103.1	104.4
13	92.1	94.3	82.2	106.1
14	90.1	74.5	80.6	99.1
15	103.0	73.6	115.8	116.6
16	73.1	20.4	96.0	34.5
17	100.5	77.1	97.4	107.0
18	108.9	78.4	132.8	99.2
19	100.7	96.4	98.1	108.1
20	99.7	94.1	129.7	112.9

Remaining list, next part:
cpd	Structure	NCI-H522	RXF 393	CAKI-1	NCI-H322M	ACHN
21	C=CCOC(OCC=C)OCC=C	92.7	114.2	x	102.6	99.2
22	COc1cc2c3c(n(C4CCN(C)CC4)c(=O)c2cc1OC)-c1cc2c(cc1C3=O)OCO2	8.9*	68.2	75.6	x	57.2
23	CC1[C@@H]([C@@H]2C[C@H]2c2ccccc2)[C@@H]1CCO (stereo partly drawn)	81.9	97.9	97.2	84.6	98.7
24	CS(=O)(=O)Nc1ccc(C(=O)NC(C(=O)NO)c2ccc(N3CCNCC3)cc2)cc1 (stereo not drawn)	103.2	116.6	98.2	100.0	95.8
25	COc1cccc(-c2nn(C(C)(C)C)cc2-c2ccnc(NCCCNS(=O)(=O)c3ccccc3)c2)c1	82.9&88.0	93.9&99.6	85.7&92.7	93.7&109.6	97.9&102.0
26	O=C(O)CCCN1C(=O)/C(=C/c2ccccc2)SC1=S	93.3	97.1	92.5	102.3	109.7
27	COc1ccc(-c2ccc(/C=N/NC(=O)c3[nH]c4ccc(Br)cc4c3-c3ccccc3)s2)cc1	82.9	74.2	94.8	92.3	106.2
28	Cc1ccc[n+](CC(=O)c2ccc(Br)cc2)c1	82.8	113.0	97.2	96.3	97.8
29	CC(C)(C(N)=O)N1CCN(c2ccccc2Cl)CC1	76.4	98.0	94.5	100.3	103.0
30	COc1cc(C(=O)/C=C/c2c(Cl)nc3ccccn23)cc(OC)c1OC	49.9	x	55.0	82.5	80.8

cpd	786-0	UO-31	TK-10	NCI-H460
21	96.7	86.1	95.4	106.4
22	55.4	52.4	86.9	19.8
23	103.2	69.7	87.9	105.3
24	97.8	96.7	99.2	107.9
25	90.9&100.1	63.5&89.4	128.6&98.9	101.5&102.2
26	104.9	95.4	119.4	105.2
27	111.5	86.4	126.9	27.7
28	99.4	95.4	93.6	108.4
29	90.7	79.9	102.5	108.0
30	83.9	58.9	x	93.2

(continued)
cpd	Structure	NCI-H522	RXF 393	CAKI-1	NCI-H322M	ACHN
31	COc1cc(OC)cc(-c2n/c(=C\c3c(O)[nH]c4cc(Cl)ccc34)cc3c2=Nc2ccccc2-3)c1	96.7	104.3	91.2	93.8	102.9
32	OCC(O)C(O)C(O)c1cnn(-c2ccccc2)n1 (stereo not drawn)	84.5	118.0&105.5	98.7	93.8&121.0	104.2&109.0
33	COc1ccccc1OCC(=O)Nc1cccc(-c2nnc(-c3ccccc3)o2)c1	84.2	107.0	91.0	102.5	96.0
34	O=C(c1c2c(nn1-c1ccc(F)cc1)CCC(NCc1ccc(F)cc1)C2)N1CCCCC1 (stereo not drawn)	92.1	112.6	96.1	107.1	106.0
35	COc1cc(OC)cc(C(=O)Nc2cccc(C#Cc3cccc4[nH]nc(N)c34)c2)c1	2.4*	-19.4*	24.5	53.6	35.4
36	Nc1cc(=O)n(Cc2ccccc2)c(N)c1C(=O)NCc1ccccc1	x	103.1	94.7	104.7	100.3
37	O=C(Nc1cccc2ccccc12)ON=C1CCCCC1	101.0	110.7	103.3	101.0	108.6
38	COc1c2c(cc3c1c(=O)c1ccc(O)c(OC)c1n3C)OCO2	76.4	125.4	x	99.5	99.7
39	Cc1ccc(C(SCC(N)C(=O)O)(c2ccc(C)cc2)c2ccc(C)cc2)cc1 (stereo not drawn)	-66.2*	x	x	x	60.3
40	CC1S/C(=N\NC(=O)Cc2csc3nc(-c4ccc(Br)cc4)cn23)N(c2ccc(Cl)cc2)C1=O (stereo not drawn)	85.7	110.7	93.5	91.1	98.7

cpd	786-0	UO-31	TK-10	NCI-H460
31	87.8	70.0	117.3	102.3
32	96.2&107.7	93.9&85.9	91.4&103.6	97.6&105.9
33	89.5	89.5	93.0	107.6
34	101.6	85.0	99.6	112.0
35	46.5	32.2	54.3	13.0
36	98.4	96.2	103.9	111.5
37	102.4	92.9	107.3	120.0
38	107.3	81.5	113.2	104.5
39	x	25.3	x	3.1*
40	95.6	74.2	95.2	111.0

Looked up above:
compound 35 – 786-0 = 46.5
compound 38 – NCI-H522 = 76.4

Later entries.
cpd	Structure	NCI-H522	RXF 393	CAKI-1	NCI-H322M	ACHN
41	CC(C)c1ccc2c(c1)CC[C@H]1[C@](C)(C(=O)OCC#CCN3CCCC3)CCC[C@]21C	85.8	74.0	94.5	93.8	86.2
42	O=[N+]([O-])c1ccc(/C=C/C=C/c2ccccc2)c(Cl)c1	80.9	103.0	95.0	96.4	100.0
43	NNC(=O)c1ccc(NS(=O)(=O)Cc2ccccc2)cc1	73.3	x	92.3	104.6	100.1
44	CC(C)(C)n1cc(-c2ccnc(NCCCNS(=O)(=O)c3ccc(O)cc3)n2)c(-c2ccc(F)c(O)c2)n1	93.7	88.8	96.1	102.7	104.2
45	CCOC(=O)c1cnc2cc(Cl)cc(Cl)c2c1Nc1cccc(NS(C)(=O)=O)c1	83.8	81.9	70.1	95.3	93.8
46	ClCCn1c(CCl)nc2ccc(Cl)cc21	-73.2*	-73.9*	-28.5*	99.5	-68.8*
47	O=C(O)C(O)[C@H](O)[C@H](O)[C@H](O)[C@H](O)CO (stereo partly drawn)	94.3	104.9	93.7	104.6	100.0
48	O=C(Nc1cccc(-n2cc(-c3ccncc3)c(-c3ccc(O)c(Cl)c3)n2)c1)c1cc(C(F)(F)F)cc(C(F)(F)F)c1	24.3	33.5	30.7	74.3	44.8
49	O=C(O)C1=CCCc2ccc(F)cc21	98.6	119.4	104.5	105.9	102.3
50	COc1ccc(OC)c(-c2cc(-c3cc(OC)c(OC)c(OC)c3)nc(N)c2C#N)c1	94.8	126.5	87.8	97.2	95.3

cpd	786-0	UO-31	TK-10	NCI-H460
41	84.1	60.7	98.6	96.9
42	95.6	92.8	121.2	84.5
43	99.5	79.7	90.1	101.6
44	95.5	102.6	112.9	101.8
45	82.4	75.8	93.3	108.2
46	-59.9*	-82.6*	-30.6*	0.3*
47	100.4	76.4	109.3	98.5
48	71.4	47.8	62.0	21.5
49	115.4	86.5	111.5	104.0
50	100.6	86.6	100.8	101.7

Further compounds:
cpd	Structure	NCI-H522	RXF 393	CAKI-1	NCI-H322M	ACHN
51	O=C(Nc1ncnc2nc[nH]c12)c1cccnc1	97.5	145.3	x	94.1	103.0
52	O=C1C2=C(Nc3ccccc3SC2c2ccc(Br)cc2)c2ccccc21 (stereo not drawn)	61.7	110.8	102.4	94.2	94.1
53	Cc1cncc(C(=O)O)c1	103.5	109.0	100.7	117.4	104.8
54	O=C(Nc1cccc(Cl)c1)c1ccc(Cl)cc1Cl	78.1	109.6	92.2	103.3	99.7
55	C=CCOc1nc(N)nc(OCC=C)n1	80.8	113.7	x	96.8	95.0
56	COc1cc(C(=O)/C=C/c2ccc3nc(-c4cc(F)cc(F)c4)sc3c2)cc(OC)c1OC	97.4	110.3	103.6	93.0	88.1
57	CN(C)C1=NCCN1	73.4	107.7	x	104.9	111.0
58	COc1ccc(C(=O)CSc2nc(-c3cc(OC)ccc3OC)cc(-c3ccc(OC)cc3)c2C#N)cc1	81.6	106.6	96.3	x	97.4
59	Cc1cc(N2CCCC2)nc(N(CCNc2ccnc3cc(Cl)ccc23)Cc2ccco2)n1	49.9	-0.5*	x	19.7	39.6
60	CCSc1nnc(-c2cnn3c2NC(c2ccccc2)C3)n1-c1ccccc1F (stereo not drawn)	82.4	105.2	75.0	86.5	84.7

cpd	786-0	UO-31	TK-10	NCI-H460
51	103.7	91.0	102.3	103.8
52	85.1	88.5	85.8	98.4
53	130.1	90.0	108.7	106.0
54	88.4	82.7	90.1	95.1
55	90.2	73.3	110.8	111.6
56	93.4	88.8	100.3	109.5
57	89.6	96.2	93.6	109.8
58	94.4	86.4	103.1	126.9
59	4.5*	10.8	63.8	15.8
60	101.2	77.8	109.2	102.6

Single records, from the list above. Screens in order: NCI-H522 | RXF 393 | CAKI-1 | NCI-H322M | ACHN | 786-0 | UO-31 | TK-10 | NCI-H460
`COc1cc(C(=O)/C=C/c2ccc3nc(-c4cc(F)cc(F)c4)sc3c2)cc(OC)c1OC` as listed: 97.4 | 110.3 | 103.6 | 93.0 | 88.1 | 93.4 | 88.8 | 100.3 | 109.5
`O=C1C2=C(Nc3ccccc3SC2c2ccc(Br)cc2)c2ccccc21` (stereo not drawn) as listed: 61.7 | 110.8 | 102.4 | 94.2 | 94.1 | 85.1 | 88.5 | 85.8 | 98.4
`CN(C)C1=NCCN1` as listed: 73.4 | 107.7 | x | 104.9 | 111.0 | 89.6 | 96.2 | 93.6 | 109.8

Further records.
cpd	Structure	NCI-H522	RXF 393	CAKI-1	NCI-H322M	ACHN
61	Cc1[nH]nc2cccc(-c3ccc4[nH]c(=O)nc(-c5ccccc5)c4c3)c12	64.3	89.5	x	95.7	100.7
62	CCCCCCCCCCCCCCCCCCNC1=C(Cl)C(=O)c2ccccc2C1=O	89.7	121.6	81.5	109.4	97.6
63	N#C/C(=C\c1ccc(-c2ccccc2)o1)c1nc(-c2ccco2)cs1	93.8	105.1	85.2	84.6	93.4
64	CC(=O)Nc1ccc(CCNC(=O)c2ccc3ccccc3c2O)cc1	89.8	111.6	77.2	127.9	88.2
65	Brc1cc(Br)c(OCC2CO2)c(Br)c1 (stereo not drawn)	106.1	53.7	85.9	91.7	92.0
66	CC(C)(C)c1ccc(S(=O)(=O)Nc2ccccc2N)cc1	88.4	102.6	x	91.7	102.0
67	CCOC(=O)n1cc(-c2nonc2-c2cn(C(=O)OCC)c3ccc(Br)cc23)c2cc(Br)ccc21	80.1	108.3	81.1	93.2	92.4
68	CN(C)CCCNC1(c2ccc(F)cc2)C2CC3CC(C2)CC1C3 (stereo not drawn)	93.9	39.8	65.3	95.9	93.8
69	CN(c1ccccc1)c1ccccc1	110.7	119.9	103.2	99.3	112.4
70	O=C(CSc1nc2ccc(Cl)cc2c(=O)n1-c1ccc(Cl)cc1)NNS(=O)(=O)c1ccccc1	66.8	46.8	63.7	78.1	25.0
71	COc1ccc(C=C(C(=O)c2ccccc2)C(=O)c2ccccc2)cc1	x	101.2	65.2	102.3	108.9
72	CN(Cc1ccccc1)c1nc(Cl)c(C=O)s1	88.7	123.7	95.9	101.2	102.5

cpd	786-0	UO-31	TK-10	NCI-H460
61	81.1	95.0	74.3	101.4
62	99.3	71.9	120.1	98.3
63	106.4	55.2	55.8	85.0
64	95.3	82.1	94.1	49.5
65	99.8	85.9	104.8	96.0
66	98.5	82.4	88.2	104.7
67	103.3	76.6	99.2	99.5
68	77.0	53.4	94.3	108.3
69	102.6	91.0	96.4	106.0
70	68.6	50.2	99.7	45.1
71	104.4	85.2	124.6	87.7
72	101.3	93.9	105.5	106.2
